H9c2 TAG inh – inhibitors of triacylglycerol accumulation, primary screen, cell-based, uHTS, fluorescence, H9c2. AID 651582, 2012. 0.66% of 230,000 active. inhibition, % at 12.5 µM. H9c2 cells, Nile Red lipid (TAG) fluorescence; cells loaded with 200 µM oleic acid;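 active = pattern-corrected inhibition of lipid staining of at least 50% with the nuclear-stain viability signal not falling by more than 50%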;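 note: 0% = DMSO wells and 100% = triacsin C control wells; some results filed as inactive read as strong as hits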
H9c2 TAG inh DAPI viability – recorded beside H9c2 TAG inh, whose call it bears; DAPI nuclei signal change (viability), lower = more cytotoxic, %;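 whole-well DAPI fluorescence read on a plate reader as a viability signal; minus 50 percent equals half of cells still viable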
* = called active by the depositor. Some of the compounds tested; the hit share may differ from the screen's.

SMILES	H9c2 TAG inh	H9c2 TAG inh DAPI viability
CCc1ncc(CN2CCC(C(=O)Nc3cccc(-c4cscn4)c3)CC2)cn1	2	4
Cc1ccn2cc(CCNS(=O)(=O)c3ccc(F)c(C(F)(F)F)c3)nc2c1	-8	-2
CCOc1cc(C(=O)CCC(=O)OCC(=O)Nc2ccc(F)cc2)ccc1O	-5	4
NC(=O)C1=C(N=C2CCCCC2)CCCC1	-15	6
Cn1c(SCC(=O)OCC(=O)c2ccccc2)nnc1-c1cccs1	-1	2
C[C@H]1CN([C@@H](C)CO)C(=O)CCCn2nncc2CO[C@@H]1CN(C)Cc1ccc2c(c1)OCCO2	-3	7
O=C(NC(=S)NCCCN1CCOCC1)c1ccco1	12	-9
O=C(Nc1ncccc1O)c1ccc2c(c1)OCCO2	-31	13
CCOc1ccccc1NC(=O)COC(=O)C1CCC1	4	2
Cc1ccc(N(Cc2cc3ccc(C)cc3[nH]c2=O)S(=O)(=O)c2ccccc2)c(C)c1	-39	5
Cc1cc2ccccn2c1C(=O)c1cccc(S(=O)(=O)N2CCOCC2)c1	-22	-7
CC1CN(c2ccc(Oc3ccccc3)cc2)c2nc3c(c(=O)n(CC(N)=O)c(=O)n3C)n2C1 (configuration not stated)	12	4
CCC1Sc2ccccc2N(CC(=O)NC2CCCCC2)C1=O (configuration not stated)	6	-3
Cc1cc(C)cc(N2C(=O)CSC2c2ccccn2)c1 (configuration not stated)	-10	5
COc1ccc(-c2csc(C(C)(O)c3cccnc3)n2)cn1 (configuration not stated)	5	0
O=C1NC(=Nc2ccccc2)SC1Cc1cccc(Cl)c1Cl (configuration not stated)	8	-6
COC(=O)c1ccsc1NC(=O)CCS(=O)(=O)c1ccc(Cl)cc1	15	0
Cn1nc(-c2ccccc2)cc1NC(=O)[C@@H]1O[C@H](CO)[C@H](O)[C@H](O)[C@H]1O	17	-7
Cc1ccccc1-c1csc(C(C)(O)c2cccnc2)n1 (configuration not stated)	-6	0
Cc1noc(C)c1CSCC(=O)N(CCC(C)C)c1c(N)n(Cc2ccccc2)c(=O)[nH]c1=O	1	-10
CN(C)/C=N/c1cc(=O)n(C)c(=O)n1CC1CC1	13	9
O=C(C1CCN(S(=O)(=O)Cc2ccccc2)CC1)N1CCN(c2ncccn2)CC1	-2	4
Cc1cc(C(=O)N/N=C/C=C/c2ccc(Br)cc2)n[nH]1	1	-1
COc1ccc(N2C(=O)CN(Cc3cc(OC)c(OC)c(OC)c3)C2=S)cc1	-13	7
O=c1cc(N2CCCCC2)c(-c2ccccc2)nn1Cc1ccccc1Cl	7	-5
SMILES	H9c2 TAG inh	H9c2 TAG inh DAPI viability
CCN=C(Nc1ccc2c(c1)OCO2)SC1CC(=O)N(c2ccc(OC)cc2)C1=O (configuration not stated)	3	3
CN(C)c1ccc(-c2ccnc3c2CC(C)(C(=O)NCCc2ccccc2)O3)cc1 (configuration not stated)	-3	9
O=C(CSc1n[nH]c(=O)[nH]c1=O)c1ccccc1[N+](=O)[O-]	7	8
Cc1cc(C(=O)Nc2ccc(N3CCOCC3)cc2)c2ccccc2n1	-2	-4
COc1ccc(/C=C/C(=O)OCC(=O)NC2CCCC2)cc1	-1	-4
CCOC(=O)c1c(CS(=O)(=O)c2ccccc2)n(C)c2cc(Br)c(O)c(CN(C)C)c12	11	8
C=CCn1c(SCC(=O)NC2CCCCC2)nnc1-c1cccnc1	5	8
CC1CN(C(=O)c2nn(C)cc2[N+](=O)[O-])CC(C)O1 (configuration not stated)	17	-3
CC1(Cc2ccccc2OC(F)(F)F)C(=O)Nc2ccc(-c3ccsc3)cc21 (configuration not stated)	4	2
Nc1ccc(C(=O)Nc2nc3ccccc3s2)cc1	13	2
CC(C)c1ccc(CNc2ccc([N+](=O)[O-])cn2)cc1	-34	-12
CN(C(=O)Cn1cnc2sccc2c1=O)C1CCCCC1	12	-8
CC(C)(C)OC(=O)n1cccc1/C=C1\c2ccccc2C(=O)N1c1ccccc1	8	-5
C#CCOCCOCCOCCNc1nc(N2CCN(C(=O)[C@H](C)n3cc(CCC(=O)O)nn3)CC2)nc(N2CCN(C(=O)[C@H](Cc3ccc(O)cc3)n3cc(CCO)nn3)CC2)n1	9	-7
O=C(COC(=O)c1ccccc1OCc1ccc(Cl)cc1)NC1CC1	15	-9
CCC(C)[C@H](NC(=O)Nc1ccc(C(C)=O)cc1)C(=O)OC (some centres not stated)	-6	-1
O=C(O)CSCC(=O)NCc1cccc(C(F)(F)F)c1	6	4
CC(=O)c1ccc(N2CCN(C(=O)c3cc(-c4cccnc4)nc4ccc(Br)cc34)CC2)cc1	30	10
Cn1c(Cn2c(=O)sc3ccccc32)nnc1SCC(=O)N1CCc2ccccc21	8	-19
COc1ccc(N2CCN(C(=O)CN3C(=O)NC(C)(c4ccc5ccccc5c4)C3=O)CC2)cc1 (configuration not stated)	2	0
Cc1ccc(C)c(OC(=O)c2cccc(S(=O)(=O)N3CCN(C)CC3)c2)c1	-3	7
O=C1c2ccccc2C(Nc2ccc(S(=O)(=O)N3CCCCC3)cc2)N1c1ccccn1 (configuration not stated)	7	11
CC(C)(C)OC(=O)[C@H](Cc1ccccc1)NC(=O)c1[nH]cnc1C(=O)Nc1ccccc1F	-16	2
COCCCn1c(SC(C)C(=O)NC2CC2)nc2ccccc2c1=O (configuration not stated)	-8	4
COc1ccc(S(=O)(=O)N2CCCCCC2)cc1C(=O)N(C)Cc1ccco1	6	-3

Complete entries, quoted from the list.
COc1ccc(S(=O)(=O)N2CCCCCC2)cc1C(=O)N(C)Cc1ccco1 is listed with H9c2 TAG inh: 6; H9c2 TAG inh DAPI viability: -3
COc1ccc(/C=C/C(=O)OCC(=O)NC2CCCC2)cc1 is listed with H9c2 TAG inh: -1; H9c2 TAG inh DAPI viability: -4

Some of these compounds in order of heavy-atom count, ascending.
SMILES	H9c2 TAG inh	H9c2 TAG inh DAPI viability
NC(=O)C1=C(N=C2CCCCC2)CCCC1	-15	6
CC1CN(C(=O)c2nn(C)cc2[N+](=O)[O-])CC(C)O1 (configuration not stated)	17	-3
O=C(O)CSCC(=O)NCc1cccc(C(F)(F)F)c1	6	4
O=C(CSc1n[nH]c(=O)[nH]c1=O)c1ccccc1[N+](=O)[O-]	7	8
COc1ccc(-c2csc(C(C)(O)c3cccnc3)n2)cn1 (configuration not stated)	5	0
COC(=O)c1ccsc1NC(=O)CCS(=O)(=O)c1ccc(Cl)cc1	15	0
COCCCn1c(SC(C)C(=O)NC2CC2)nc2ccccc2c1=O (configuration not stated)	-8	4
Cn1nc(-c2ccccc2)cc1NC(=O)[C@@H]1O[C@H](CO)[C@H](O)[C@H](O)[C@H]1O	17	-7
Cc1ccc(C)c(OC(=O)c2cccc(S(=O)(=O)N3CCN(C)CC3)c2)c1	-3	7
COc1ccc(S(=O)(=O)N2CCCCCC2)cc1C(=O)N(C)Cc1ccco1	6	-3
O=C(C1CCN(S(=O)(=O)Cc2ccccc2)CC1)N1CCN(c2ncccn2)CC1	-2	4
Cc1ccc(N(Cc2cc3ccc(C)cc3[nH]c2=O)S(=O)(=O)c2ccccc2)c(C)c1	-39	5
CC(C)(C)OC(=O)[C@H](Cc1ccccc1)NC(=O)c1[nH]cnc1C(=O)Nc1ccccc1F	-16	2
CC1CN(c2ccc(Oc3ccccc3)cc2)c2nc3c(c(=O)n(CC(N)=O)c(=O)n3C)n2C1 (configuration not stated)	12	4
C[C@H]1CN([C@@H](C)CO)C(=O)CCCn2nncc2CO[C@@H]1CN(C)Cc1ccc2c(c1)OCCO2	-3	7

Additional records
SMILES	H9c2 TAG inh	H9c2 TAG inh DAPI viability
O=C(O)/C=C\C(=O)Nc1ccccc1C(=O)NC1CCCCC1	-11	7
COc1cc(/C=C(\C#N)c2nc(-c3cc4ccccc4oc3=O)cs2)ccc1O	22	17
CC(=O)Nc1cccc(S(N)(=O)=O)c1C	7	-6
Cc1ccc(NC(=O)c2cccc(N3C(=O)CCC3=O)c2)nc1	-14	-8
CC(NC(=O)COC(=O)CNS(=O)(=O)/C=C/c1ccccc1)c1ccccc1 (configuration not stated)	-4	7
Cc1ccc(S(=O)(=O)N2CCOCC2)cc1NC(=O)CN(C)C1CCS(=O)(=O)C1 (configuration not stated)	-1	5
O=C1CSC2(CCCCC2)N1CCO	2	1
COc1ccc([C@H]2C[C@@H](n3cc(C4CC4)nn3)[C@H](O)CN2Cc2cccs2)cc1	-17	8
COc1ccc2nc(N3CCN(C(=O)C4COc5ccccc5O4)CC3)sc2c1 (configuration not stated)	-4	0
C=C(C)COc1ccc2c(CC)cc(=O)oc2c1	-3	19
COC(=O)c1ccc(NC2=CC(=O)CC(C)(C)C2)cc1	-8	12
CC(C)CCNC(=O)c1ccc2c(c1)ncn2C1CCCC1	8	-3
C[C@@H]1NC(=O)OC1c1ccco1 (some centres not stated)	1	1
COC(=O)c1cccc(Oc2nc3c(c(=O)n(C)c(=O)n3C)n2C(C)C)c1	-66	-2
Cn1cc(-c2ccc(C(=O)Nc3cccc(Oc4ccccc4)c3)c3occc23)cn1	12	7
CCOC(=O)Cn1cc(Cl)c(=O)c(Cl)c1	-1	-5
Cc1ccc(S(=O)(=O)N2CCN(Cc3ccccc3)CC2)s1	4	5
Cc1nnc(SCCC(=O)Nc2ccc(Cl)cc2)o1	1	6
COc1ccc(C(CC(=O)N2CCN(c3ccccc3)CC2)c2c(OC)cc(OC)c3ccc(=O)oc23)cc1 (configuration not stated)	-13	-1
CCn1c(SCc2nc(-c3ccccc3)no2)nnc1-c1cccs1	-12	14
CC(C)OCCCNC(=O)c1cc2c(=O)n(C)c3ccccc3c2n1C	11	-5
CC(=O)Oc1cc(OC(C)=O)c2c(C)cc(=O)oc2c1	13	-3
O=[N+]([O-])c1ccccc1S(=O)(=O)N1CCN(Cc2ccccc2)CC1	-3	4
CCC1(c2ccc(F)cc2)NC(=O)N(CC(=O)N(C)C2CCS(=O)(=O)C2)C1=O (configuration not stated)	1	-2
COc1ccc(NC(=O)Nc2ccc3c(c2)C(=O)N([C@H](C)CO)C[C@H](C)[C@@H](CN(C)S(=O)(=O)c2ccc(OC)cc2)O3)cc1	3	11
SMILES	H9c2 TAG inh	H9c2 TAG inh DAPI viability
COc1cc(F)c(C2=CC(=O)C[C@H](c3ccc(F)cc3)C2)cc1F	3	9
Cc1ccccc1C(=O)NCCN=C1NS(=O)(=O)c2ccccc21	-9	0
CCN(CC)C(=O)CC(c1ccc(OC)cc1)c1c(O)cc(OC)cc1OC (configuration not stated)	-22	-1
O=C(O)c1cc(-c2cccc([N+](=O)[O-])c2)nc2ccccc12	5	-6
CCCN1CCN(C(=O)Cn2ncc3ccccc32)CC1	5	5
CC(=O)c1cccc(NC(=O)COC(=O)c2ccc3c(c2)OCCO3)c1	-8	11
COc1cc2c(cc1OC)[C@@H](NC(=O)C(C)C)[C@H](O)C2	-27	32
CCOCC(=O)Nc1ccc(S(=O)(=O)Nc2nccs2)cc1	-2	4
CSc1ncccc1C(=O)OCC(=O)Nc1cccc(S(=O)(=O)N2CCOCC2)c1	-6	0
COC(=O)c1ccc(NS(=O)(=O)c2cc3c4c(c2)C(C)C(=O)N4CCC3)cc1 (configuration not stated)	3	2
CCS(=O)(=O)c1ccc(-c2csc(-c3ccccc3Cl)n2)c(Cl)c1Cl	-4	-3
CC(C)NC(=O)COC(=O)c1cccc(NS(=O)(=O)/C=C/c2ccccc2)c1	-15	11
CSc1ccc(C#N)cc1NC(=O)c1cccnc1Cl	-16	3
O=C(NC(=S)Nc1ccc(CN2CCOCC2)cc1)c1ccc2c(c1)OCCO2	-3	-4
Cc1ccc(S(=O)(=O)N2CCC(C(=O)OCC(=O)NCc3ccco3)CC2)cc1C	3	3
Cc1cccc(NC(=O)c2ncn3c2C(=O)N[C@@H](C)C3)c1	31	-14
COc1ccc(NC(C)=O)cc1NC(=O)c1cccc(C(F)(F)F)c1	7	-1
COc1ccc(C(=O)Nc2ncc(C)s2)cc1S(=O)(=O)N1CCCC1	-14	-6
c1coc(-c2nn3c(Cn4nnc5ccccc54)nnc3s2)c1	-3	1
O=C(COC(=O)c1ccc[nH]c1=O)c1ccc(Cl)s1	-1	8
CC(C)(C)C1CCC(C(=O)OCC(=O)Nc2ccc3[nH]c(=O)[nH]c3c2)CC1 (configuration not stated)	8	3
O=C(NCCSc1ncc(-c2ccccc2)[nH]1)c1ccco1	24	-4
COc1ccc(S(=O)(=O)N2CCN(C(=O)COc3ccc(C)c(C)c3)CC2)cc1OC	-12	-3
Cc1ccc(NC(=O)N2C(=O)C3(OCCO3)c3ccccc32)cc1	-27	12
NC(=O)c1cc([N+](=O)[O-])ccc1NCc1ccc(F)cc1	1	-2
SMILES	H9c2 TAG inh	H9c2 TAG inh DAPI viability
Cc1ccc(C(=O)Nc2ccccc2C(=O)NC(Cc2ccccc2)C(=O)O)cc1 (configuration not stated)	10	-5
Cn1nc(CC(=O)NCc2ccc(C(F)(F)F)cc2)c2ccccc2c1=O	-5	-3
CCCCCCCCCC(=O)N[C@@H]1c2cc(OC)c(OC)cc2C[C@H]1O	-6	6
Cc1ccc(S(=O)(=O)NNc2c3ccccc3nc3ccc(Cl)cc23)cc1	2	40
C[C@H](CO)N1C[C@H](C)[C@H](CN(C)S(=O)(=O)c2ccc3ccccc3c2)OCc2cnnn2CCCC1=O	14	-4
CCC(NC(C)C)C(O)c1ccc(O)c(O)c1 (configuration not stated)	17	10
Cc1ccc2nc(C)c3c(c2c1)OC(C(C)(Cl)Br)C3 (configuration not stated)	-11	3
Cc1cc(OCCNCCO)cc(C)c1Cl	6	1
Cc1cccnc1NC(=O)c1ccc(Cl)c(S(=O)(=O)N2CCCCCC2)c1	4	-8
CC(C(=O)N1CCCc2c1c(=O)oc1ccc(O)cc21)N1CCc2ccccc2C1 (configuration not stated)	-7	-5
CSc1ncc(-c2ccccc2)cn1	-9	-6
NS(=O)(=O)c1ccc(CCNc2nn3c(-c4cccc(OC(F)(F)F)c4)cnc3s2)cc1	0	-23
CC(=O)Nc1cccc(-c2ccnc3c2CC(C(=O)NCCC(F)(F)F)O3)c1 (configuration not stated)	9	-17
O=C(N/N=C/c1ccsc1)c1c[nH]c2ccccc12	-13	8
Cc1[nH]c2ccccc2c(=O)c1CN1CCCCC1	8	2
O=C1C2CCCN2C(c2ccccc2)N1c1ccc(F)cc1 (configuration not stated)	-2	-6
